Screening results deposited in PubChem BioAssay by National Center for Advancing Translational Sciences (NCATS).
MCF10A rereplic: A quantitative high throughput screen for small molecules that induce DNA re-replication in MCF 10a normal breast cells; 350,000 tested, 2.9% active; AID 624296, 2012; Potency, µM (series often up to 46.1 µM), inactives show top-dose activity, positive = re-replication, most hits filed as activators; MCF 10A DNA re-replication, Hoechst nuclear intensity, 48 h; also: potency is read from the fitted curve at half-maximal effect; % of control where 0% means no effect; nearly all actives have a fitted effect of over 50% in size
KB-3-1 tox: qHTS assay for MDR1-selective chemotherapeutics: Primary screen using the parental adenocarcinoma cell KB-3-1. 400,000 tested, 1.4% active. KB-3-1 viability, CellTiter-Glo ATP luminescence, 72 h. Potency, µM (series often up to 46.1 µM), inactives show at the highest dose activity change, negative = cytotoxic, actives largely listed as cytotoxic; also: potency is read from the fitted curve at half-maximal effect; % is scaled to controls: 0 for no effect and ±100 for the full control effect; nearly all actives have a fitted effect of over 60% in size
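Cytotoxicity measured as CellTiter-Glo luminescence after 72 h at 37 C. Compound titrations were pinned onto drug-naive KB-3-1 parental adenocarcinoma cells grown in DMEM with 10% FBS, and normalized data fitted to concentration-response curves.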
HT1080 IDH1KD tx: qHTS for induction of synthetic lethality in tumor cells producing 2HG: qHTS for the HT-1080-IDH1KD cell line. HT-1080 IDH1 knockdown viability, ATP luminescence, 48 h. Potency, µM (doses to about 46.1 µM), without a hit: at the top dose activity, negative = toxicity, hits mostly cytotoxic. 360,000 tested, 2% active. AID 686971, 2013;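 also: potency is read from the fitted curve at half-maximal effect; 0% = DMSO wells and -100% = cell-free medium wells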
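Cytotoxicity counter-line: IDH1KD HT-1080, 48 h, CellTiter-Glo. Curves classed by r2, magnitude and activity.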
ATXN2 expr inh: Primary qHTS for Inhibitors of ATXN expression; 360,000 tested, 0.72% active; HEK-293 ATXN2-luciferase reporter, luminescence, 24 h; Potency, µM (series often up to 57 µM), for the others: at the top dose activity change, negative = inhibition, usual class: inhibitors; also: potency is read from the fitted curve at half-maximal effect; % is scaled to controls: 0 for no effect and ±100 for the full control effect; nearly all actives have a fitted effect of over 55% in size
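ATXN2-luciferase reporter cells (luciferase flanked by upstream and downstream ATXN2 gene portions) were treated 24 h at 37 °C with compounds at up to 57 uM. SteadyGlo luminescence gave expression; GF-AFC fluorescence gave viability.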
SW480 rerep: A quantitative high throughput screen for small molecules that induce DNA re-replication in SW480 colon adenocarcinoma cells; SW480 DNA re-replication, Hoechst DNA content imaging, 48 h; Potency, µM (doses to about 46.1 µM), without a hit: at the top dose re-replication activation, actives largely listed as activators; 340,000 tested, 1.8% active; also: potency is read from the fitted curve at half-maximal effect; % of control where 0% means no effect; nearly all actives have a fitted effect of over 55% in size
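Treated cells incubate 48 hr (37 C, 5% CO2), are stained 40 min with Hoechst, and nuclear fluorescence is enumerated; a rise in nuclei with high DNA signal marks re-replication.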
HepG2 tox: qHTS for Inhibitors of TGF-b: Cytotox Counterscreen; HepG2 CAGA-GFP viability, ATP luminescence, 18 h; Potency, µM (doses to about 46.1 µM), without a hit: top-dose activity change, negative = cytotoxicity, usual class: cytotoxic; 410,000 tested, 0.76% active; AID 588856, 2011; also: potency is read from the fitted curve at half-maximal effect; some results filed as inactive show a strong effect at the top dose
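CellTiter-Glo luminescence gave cytotoxicity after 18 hours at 37 degrees C. The cells were HepG2 CAGA-GFP in 1% FBS DMEM, stimulated with 500 pg/mL TGF-beta after compound addition. %Activity was normalised to no-cell wells (complete cell-killing) and DMSO (no toxicity), and curves were fitted and classified.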
S2 tox: Viability Counterscreen for Primary qHTS for Inhibitors of ATXN expression. Potency, µM (top dose mostly 56.7 µM), hits mostly cytotoxic. 400,000 tested, 0.49% active. AID 651635, 2014. S2 cells (HEK-293 line with an ATXN2-luciferase reporter) viability, CellTiter-Fluor protease fluorescence, 24 h; also: potency is read from the fitted curve at half-maximal effect; nearly all actives have a fitted effect of over 40% in size
IL1B secr inh: qHTS for Inhibitors of Inflammasome Signaling: IL-1-beta AlphaLISA Primary Screen | THP-1 LPS/ATP IL-1B secretion, AlphaLISA, 16 h; hits give low values | activity change, % at 57.5 µM | 360,000 tested, 4.7% active; in the data active = activity change below about -50%; inconclusive = mostly about -30% to -49%; also: % is scaled to controls: 0 for no effect and ±100 for the full control effect
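THP-1 cells pretreated 1 hr with compounds (up to 57.5 uM final), then stimulated with LPS (250 ng/mL final) plus ATP (1.25 mM final); secreted IL-1B measured by AlphaLISA after 16 hr, decreased signal indicating inhibition.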
HT1080-NT tox: qHTS for induction of synthetic lethality in tumor cells producing 2HG: qHTS for the HT-1080-NT fibrosarcoma cell line. HT-1080-NT fibrosarcoma viability, CellTiter-Glo ATP luminescence, 48 h. Potency, µM (highest dose often 46.1 µM), inactives show at the highest dose activity, negative = less viability, actives largely listed as cytotoxic. 360,000 tested, 1.6% active. AID 686970, 2013;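 also: NT is the 2HG producing partner of a matched IDH1 knockdown line; potency is read from the fitted curve at half-maximal effect; 0% = DMSO-treated cells and -100% = media-only wells without cells; nearly all actives have a fitted effect of over 55% in size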
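Viability of the 2HG-overproducing fibrosarcoma line after 48 hours of compound exposure at 37 degrees C was determined by luminescence with CellTiter-Glo, and concentration-effect curves were then fitted and categorized.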
An asterisk follows results filed as active; i = inactive; u = inconclusive; x = no result given; [ ] = dose if it differs, or a comment. Unless noted, calls follow the shape of the dose curve; as a rule, active = well fitted curve in the direction sought with a large enough effect; inconclusive = small, poorly fitted or top-dose-only effect, or another doubt; inactive = no such curve, though single readings can be large; an effect the other way counts as inactive or inconclusive.

Letters: A = MCF10A rereplic; B = KB-3-1 tox; C = HT1080 IDH1KD tx; D = ATXN2 expr inh; E = SW480 rerep; F = HepG2 tox; G = S2 tox; H = IL1B secr inh; I = HT1080-NT tox
CC1(C(=O)NS(=O)(=O)c2ccc(C#N)cc2)CCN1C(=O)c1cccc2ccccc12 (stereo unspecified)
  A: x; B: 5.2%; C: 19.2%; D: 3.8%; E: x; F: 1.0%; G: i; H: 35.8; I: 8.6%

CCc1nc2ccccc2n1CCc1ccccc1
  A: u; B: -11.2%; C: -0.5%; D: 4.3%; E: 3.8%; F: 0.2%; G: i; H: -8.0; I: 10.5%

Cc1cc(C)c(N2C(=NC(=O)CCCC(=O)O)SC3CS(=O)(=O)CC32)c(C)c1 (stereo unspecified)
  A: -0.2%; B: 13.0%; C: 10.4%; D: -7.8%; E: 0.4%; F: -17.2%; G: i; H: -9.8; I: 5.7%

Cc1ccc2c(Cl)cc(Cl)c(OCC(=O)Nc3cccc(S(N)(=O)=O)c3)c2n1
  A: u; B: -9.7%; C: u; D: -23.4%; E: 4.7%; F: -27.2%; G: u; H: u; I: u

CCOC(=O)c1sc2ccccc2c1S(=O)(=O)N1CCN(c2cccc(OC)c2)CC1
  A: x; B: u; C: x; D: -16.9%; E: x; F: -13.8%; G: i; H: x; I: x

COC(=O)Cn1c(C)c(C(C)=O)c(C(C)=O)c1C
  A: 3.4%; B: 0.0%; C: 6.4%; D: 2.6%; E: -6.4%[9.22 µM]; F: 0.5%; G: i; H: 26.2; I: 9.5%

CS(=O)(=O)N(CC(=O)N1CCCC1)c1ccc(Cl)cc1Cl
  A: 7.1%; B: 15.2%; C: 26.6%; D: -6.8%; E: -4.6%; F: -5.6%; G: i; H: -6.2; I: 26.2%

CC(Sc1ccc2ccccc2n1)C(=O)O (stereo unspecified)
  A: 0.9%; B: 5.2%; C: 14.6%; D: 7.0%; E: 0.2%; F: 2.8%; G: i; H: 10.3; I: 2.1%

Cc1ccc(C(=O)/C=C/c2cn(CN3CCN(C)CC3)c3ccccc23)cc1
  A: 18.4µM*; B: -2.0%; C: u; D: 50.9%[activator]; E: 18.4µM*; F: -87.1%; G: i; H: -55.0*; I: u

COc1cccc(C(=O)N2CCC(n3nccc3NC(=O)C(OC)c3ccccc3)CC2)c1 (stereo unspecified)
  A: 0.1%; B: -6.6%; C: -1.2%; D: 4.4%; E: 24.0%; F: -7.1%; G: i; H: 0.0; I: -0.1%

CCOc1cc(N2CCOCC2)c(OCC)cc1NC(C)C(=O)N1CCN(CC)CC1 (stereo unspecified)
  A: 0.1%; B: 1.0%; C: 17.9%; D: -25.7%; E: 3.8%; F: 2.5%; G: i; H: 63.7; I: 13.9%

OC1(c2cccc(C(F)(F)F)c2)CCN(Cc2nnnn2CCc2ccccc2)CC1
  A: 4.9%; B: -10.2%; C: -15.6%; D: -1.4%; E: 1.4%; F: 6.0%; G: i; H: -6.7; I: -24.1%

c1ccc(CN2CCC(Nc3nc(-c4cccnc4)nc4ccccc34)CC2)cc1
  A: u; B: u; C: 20.6µM*; D: u; E: u; F: -61.9%; G: i; H: -91.4*; I: u

CCCCCCCN(C(=O)CCl)c1cccc(C)c1
  A: u; B: -0.4%; C: u; D: 25.1µM*; E: 2.06µM*; F: -28.4%; G: x; H: -105.2*; I: -17.5%

CCOc1cc(N2CCOCC2)c(OCC)cc1NC(=O)Cc1cccc2ccccc12
  A: 15.5%; B: 4.1%; C: u; D: -8.6%; E: -0.5%; F: -9.0%; G: i; H: 27.4; I: -21.6%

CC(=O)NC(=O)NC1OC(=O)C(Cl)=C1Cl (stereo unspecified)
  A: u; B: 8.9%; C: -12.9%; D: -4.8%; E: u; F: -4.1%; G: i; H: -23.1; I: -8.9%

OC(c1ccccc1)c1ncc(-c2ccccc2F)[nH]1 (stereo unspecified)
  A: x; B: 0.0%; C: -5.9%; D: 52.5%[activator]; E: x; F: 9.5%; G: i; H: -1.6; I: -9.4%

Cc1ccc(C(=O)Nc2ccccc2C(=O)N2CCCCCC2)cc1
  A: -0.6%; B: 19.2%; C: 2.9%; D: -1.3%; E: -8.4%; F: -10.5%; G: i; H: 5.0; I: 4.5%

COC(=O)c1ccccc1NC(=O)Cn1c(=O)cc(-c2ccccc2)c2c(C)nn(C)c21
  A: x; B: -3.7%; C: x; D: 1.4%; E: x; F: 5.7%; G: i; H: x; I: x

COc1ccc(NC(=O)c2ccc3oc(=O)c(S(=O)(=O)c4ccc(F)cc4)cc3c2)c(OC)c1
  A: x; B: -1.1%; C: x; D: -37.2%; E: x; F: -9.7%; G: i; H: x; I: x

Cc1cc(C)c(NC(=O)Cn2c([N+](=O)[O-])cnc2C)c(C)c1
  A: -3.8%; B: -4.3%; C: -1.5%; D: x; E: -18.6%; F: -24.7%; G: i; H: -2.6; I: -2.0%

CCCn1c(C(O)c2ccc(OCC)cc2)nc2ccccc21 (stereo unspecified)
  A: 4.8%; B: -29.4%; C: -1.7%; D: -6.5%; E: -2.4%; F: -16.1%; G: i; H: 24.8; I: 3.0%

COc1ccc(Cl)cc1NC(=O)c1cc2ccccn2n1
  A: x; B: 4.4%; C: x; D: 11.5%; E: x; F: -27.3%; G: i; H: x; I: x

O=C(Nc1ccccc1)C1CCN(c2nccs2)CC1
  A: u; B: -2.0%; C: 14.4%; D: -1.3%; E: 2.3%; F: 2.0%; G: i; H: 8.2; I: 18.7%

Of the compounds above, eleven have a carbonyl joined to an NH by a bond outside any ring:
Letters: A = MCF10A rereplic; B = KB-3-1 tox; C = HT1080 IDH1KD tx; D = ATXN2 expr inh; E = SW480 rerep; F = HepG2 tox; G = S2 tox; H = IL1B secr inh; I = HT1080-NT tox
CC1(C(=O)NS(=O)(=O)c2ccc(C#N)cc2)CCN1C(=O)c1cccc2ccccc12 (stereo unspecified)
  A: x; B: 5.2%; C: 19.2%; D: 3.8%; E: x; F: 1.0%; G: i; H: 35.8; I: 8.6%

Cc1ccc2c(Cl)cc(Cl)c(OCC(=O)Nc3cccc(S(N)(=O)=O)c3)c2n1
  A: u; B: -9.7%; C: u; D: -23.4%; E: 4.7%; F: -27.2%; G: u; H: u; I: u

COc1cccc(C(=O)N2CCC(n3nccc3NC(=O)C(OC)c3ccccc3)CC2)c1 (stereo unspecified)
  A: 0.1%; B: -6.6%; C: -1.2%; D: 4.4%; E: 24.0%; F: -7.1%; G: i; H: 0.0; I: -0.1%

CCOc1cc(N2CCOCC2)c(OCC)cc1NC(=O)Cc1cccc2ccccc12
  A: 15.5%; B: 4.1%; C: u; D: -8.6%; E: -0.5%; F: -9.0%; G: i; H: 27.4; I: -21.6%

CC(=O)NC(=O)NC1OC(=O)C(Cl)=C1Cl (stereo unspecified)
  A: u; B: 8.9%; C: -12.9%; D: -4.8%; E: u; F: -4.1%; G: i; H: -23.1; I: -8.9%

Cc1ccc(C(=O)Nc2ccccc2C(=O)N2CCCCCC2)cc1
  A: -0.6%; B: 19.2%; C: 2.9%; D: -1.3%; E: -8.4%; F: -10.5%; G: i; H: 5.0; I: 4.5%

COC(=O)c1ccccc1NC(=O)Cn1c(=O)cc(-c2ccccc2)c2c(C)nn(C)c21
  A: x; B: -3.7%; C: x; D: 1.4%; E: x; F: 5.7%; G: i; H: x; I: x

COc1ccc(NC(=O)c2ccc3oc(=O)c(S(=O)(=O)c4ccc(F)cc4)cc3c2)c(OC)c1
  A: x; B: -1.1%; C: x; D: -37.2%; E: x; F: -9.7%; G: i; H: x; I: x

Cc1cc(C)c(NC(=O)Cn2c([N+](=O)[O-])cnc2C)c(C)c1
  A: -3.8%; B: -4.3%; C: -1.5%; D: x; E: -18.6%; F: -24.7%; G: i; H: -2.6; I: -2.0%

COc1ccc(Cl)cc1NC(=O)c1cc2ccccn2n1
  A: x; B: 4.4%; C: x; D: 11.5%; E: x; F: -27.3%; G: i; H: x; I: x

O=C(Nc1ccccc1)C1CCN(c2nccs2)CC1
  A: u; B: -2.0%; C: 14.4%; D: -1.3%; E: 2.3%; F: 2.0%; G: i; H: 8.2; I: 18.7%

No enrichment for hits. Share with any hit: about 8.9%.
